Bioassay records deposited in PubChem by Sanford-Burnham Center for Chemical Genomics.
A3G deaminase = APOBEC3G (human) deaminase inhibition; inhibition, % at 20 µM; recombinant A3G, ssDNA deamination FAM/TAMRA fluorescence; AID 493012; Q9HC16; hit rate 0.28% among 330,000;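 active means inhibition of at least 40% at 20 µM, with no more than 30% in the related APOBEC3A deaminase screen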;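 further: plate controls were DMSO wells with A3G for no effect and wells lacking A3G enzyme for full effect; some compounds called inactive have numbers as strong as hits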
Target sequence (Q9HC16 whole entry, looked up): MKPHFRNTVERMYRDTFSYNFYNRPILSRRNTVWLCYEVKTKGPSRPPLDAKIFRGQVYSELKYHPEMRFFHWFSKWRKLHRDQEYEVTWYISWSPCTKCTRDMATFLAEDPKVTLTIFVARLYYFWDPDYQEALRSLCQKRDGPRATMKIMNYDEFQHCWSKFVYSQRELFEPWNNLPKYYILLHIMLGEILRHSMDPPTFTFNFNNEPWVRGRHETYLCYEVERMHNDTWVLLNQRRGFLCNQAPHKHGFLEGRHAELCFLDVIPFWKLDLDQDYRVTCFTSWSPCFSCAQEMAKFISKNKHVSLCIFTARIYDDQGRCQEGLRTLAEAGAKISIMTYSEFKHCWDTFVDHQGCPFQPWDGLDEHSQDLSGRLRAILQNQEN
mIAP inh = blocks mouse intestinal alkaline phosphatase; inhibition, % at 10 µM; purified mouse IAP, CDP-Star luminescence, 30 min; hit rate 0.2% among 330,000;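 active means inhibition of at least 40% at 10 µM in the primary screen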;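 further: plate controls were DMSO with enzyme for no effect and no enzyme wells for full effect; values of inactives mirror those of a sister screen read the other way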
tim10-1 inh = growth inhibitors of tim10-1 mutant yeast. inhibition, % at 20 µM. AID 463190. hit rate 2.2% among 330,000. S. cerevisiae tim10-1 ts strain growth, BacTiter-Glo, 24 h;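 active means inhibition of at least 40%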;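 further: mutant grown at 25 °C; 0% = DMSO wells with yeast and 100% = wells holding no yeast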
TIM10 inh = inhibits growth of TIM10 yeast strain. S. cerevisiae TIM10 strain growth, BacTiter-Glo luminescence, 24 h. inhibition, % at 10 µM. hit rate 1.4% among 330,000. AID 463195;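 active means inhibition of 40% or more at the single tested concentration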;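 further: wild-type TIM10 isogenic control strain grown at permissive 25 °C; 0% = DMSO yeast wells and 100% = minimal medium wells without yeast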
MIN6 prolif = MIN6 beta-cell proliferation induction; proliferation, % at 10 µM; hit rate 0.29% among 330,000; MIN6 cells proliferation, ATPlite luminescence, 48 h; cells starved in 0.2% serum; 100% = growth in 10% serum;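 active means compounds whose signal lies at least 3.5 SD above the mean of all wells on their plate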;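 further: 0% = DMSO-treated cells in low-serum medium and 100% = 10% serum control; some compounds called inactive have numbers as strong as hits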
APOBEC3A inh = human APOBEC3A DNA deaminase inhibition; AID 493011; hit rate 0.41% among 330,000; P31941; inhibition, % at 20 µM; recombinant A3A, FAM/TAMRA ssDNA deamination fluorescence;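 active means at least 40% inhibition at 20 µM here, with at most 30% in a related deaminase screen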;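 further: plate controls were A3A with DMSO for no effect and wells lacking A3A enzyme for full effect; some results filed as inactive read as strong as hits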
Target sequence (P31941 whole entry, looked up): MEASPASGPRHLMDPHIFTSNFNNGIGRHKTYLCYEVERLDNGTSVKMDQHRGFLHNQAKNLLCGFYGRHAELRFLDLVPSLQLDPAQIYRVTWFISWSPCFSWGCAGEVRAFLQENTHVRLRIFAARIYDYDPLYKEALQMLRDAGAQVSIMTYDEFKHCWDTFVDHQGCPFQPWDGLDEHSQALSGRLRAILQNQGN
hIAP block = blocks human intestinal alkaline phosphatase | hit rate 0.12% among 330,000 | AID 2544 | P09923 | inhibition, % at 10 µM | purified IAP, CDP-Star luminescence, 30 min;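 active means inhibition reaching a set limit with compound at 10 µM in the primary screen, cut at about 35% in these data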;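 further: plate controls were DMSO wells with enzyme for no effect and no-enzyme buffer wells for full effect; values of inactives mirror those of a sister screen read the other way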
NLRP3 yeast inh = NALP3 inhibition in yeast; Yeast reconstituted NLRP3/ASC/caspase-1, beta-gal luminescence, 24 h; inhibition, % at 10 µM; hit rate 0.39% among 330,000;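 active means inhibition of 50% or more; inactive means inhibition below 50%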;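 further: plate controls were induced DMSO wells for no effect and uninduced yeast grown without galactose for full effect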
mIAP activ = increases mouse intestinal alkaline phosphatase activity | muIAP, CDP-Star luminescence, 30 min; active compounds read high; 1 = vehicle-only enzyme signal, 0 = enzyme-free wells | activation factor at 10 µM | hit rate 0.24% among 330,000 | AID 2805;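 active means activation factor of at least 2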; further: the source names both 10 and 20 µM as test concentration; values of inactives mirror those of a sister screen read the other way
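Assay system: mouse IAP enzyme; reagent: chemiluminescent substrate CDP-Star; dosing: test compounds delivered from DMSO solution; schedule: 30 min at room temperature; measured by: luminescence from enzymatic CDP-Star hydrolysis; controls: DMSO-only wells and no-enzyme negative control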
Starred values were filed as active, the others as inactive. Only part of the results is shown. The share of hits here may be higher or lower than overall.

Each structure is followed by: NLRP3 yeast inh	mIAP activ	mIAP inh	A3G deaminase	MIN6 prolif	tim10-1 inh	TIM10 inh	APOBEC3A inh	hIAP block
CCCNC(=O)N1[C@H]2CC[C@@H]1C(C(=O)OC)=C(c1ccc(C(C)=O)cc1)C2
→ 4	0.99	1	-10	-2	-6	-4	-5	5
O=C1NC(=O)N(c2ccccc2)C(=O)/C1=C\c1ccc2c3c(cccc13)CC2
→ 17	0.98	2	-6	0	10	-7	2	-1
CCOc1ccc(N2C(=O)NC(=O)/C(=C/c3cnc(SC)nc3)C2=O)cc1
→ 11	0.93	7	-6	2	6	8	-2	-4
C=CCn1c(O)c(C=NC2CCN(Cc3ccccc3)CC2)c(=O)[nH]c1=O
→ 20	1	-5	-4	0	-1	11	-1	22
C=CCn1c(O)c(C(CC)=Nc2ccc(N(CC)CC)cc2)c(=O)[nH]c1=O
→ 29	0.91	10	5	-5	4	7	3	6
COC(=O)C1=C(c2ccc(-c3ccccc3)c(F)c2)C[C@@H]2CC[C@H]1N2C(=O)NCCNC(C)=O
→ 3	1.1	-5	-9	1	4	-2	1	-17
CC(=O)c1cn(Cc2ccc(F)cc2)c2ccccc12
→ 2	1.1	-8	-2	-2	-4	0	-4	14
C=CCn1c(O)c(C(C)=NCc2ccco2)c(=O)[nH]c1=O
→ 3	0.88	12	-6	-3	-4	-1	-3	2
CCN(CC)P(c1n(C)cc[n+]1C)N(CC)CC
→ 10	0.99	1	11	-3	-2	1	62*	5
COc1ccccc1CC(=O)N1CCN(CCc2ccccc2)CC1
→ 20	1	-1	1	3	11	8	0	-16
COc1ccc(C(=O)C2(C)N(O)C(C)C(c3cccs3)=[N+]2[O-])cc1 (stereo not drawn)
→ 13	1	0	-7	0	3	7	-5	-13
O=c1[nH]c(=O)n(CCc2ccccc2)c(O)c1C=NCCN1CCNCC1
→ 15	1	-3	-1	-1	8	-10	2	14
O=c1c2ccccc2ncn1-c1ccc([N+](=O)[O-])c(C(F)(F)F)c1
→ 13	0.95	5	2	1	8	10	2	15
CN1CCc2nc3sc(C#N)c(N)c3c(-c3cccs3)c2C1
→ 8	0.95	5	-5	2	19	2	-1	0
CC(C)(C)C(=O)OC[N+](C)(C)CCOC(=O)C(O)(c1ccccc1)C1CCCC1 (stereo not drawn)
→ 11	0.94	6	-6	0	1	-16	0	-10
COc1ccc(CCNCc2ccccc2)cc1
→ -5	1	-3	-8	0	9	-14	-6	-35
COC(=O)CCCCC1SCC(NC(=O)c2ccccc2)C1Cl (stereo not drawn)
→ 9	1.1	-11	-6	-2	-5	-22	-1	7
Cc1cc(C)c(N=Cc2c(O)[nH]c(=O)[nH]c2=O)c(C)c1
→ 8	1	-1	-2	-3	3	-3	2	-4
O=C1NC(=O)C(=Cc2ccc(Sc3ccccc3)o2)C(=O)N1
→ 21	0.67	33	8	-2	22	12	0	17
COC1=CC=C2[C@H]3Cc4ccc(OC)c5c4[C@@]2(CCN3C)[C@H]1O5
→ 20	1	-4	-2	-4	0	3	0	11
ClCCOCCCl
→ 12	1.1	-5	-2	-3	-8	5	2	-1
COc1ccc(CN2CCCC(C(=O)c3sccc3C)C2)cc1O (stereo not drawn)
→ 24	0.95	5	-5	-2	6	0	-1	9
CCCc1nc2ccccc2c(=O)n1-c1ccc(OC)cc1
→ 8	1.1	-6	-2	0	7	6	0	6
O=C1/C(=C/c2cccnc2)N2CCC1CC2
→ 9	0.94	6	-7	1	14	10	0	0
C=CCn1c(O)c(C(C)=NCCC2=CCCCC2)c(=O)[nH]c1=O
→ 6	1	0	-4	-1	20	-12	0	8
CCOC(=O)C1(c2ccccc2)CCN(CCC(=O)Nc2ccc(F)cc2)CC1
→ 22	1.1	-10	-9	-3	10	-1	-6	16
CCC(=O)OC1(c2ccccc2)C(C)CN(C)CC1C (stereo not drawn)
→ -10	1	-3	-4	0	-1	-7	3	1
O=C1CCCN1C(=O)c1cncc(Br)c1
→ 16	1	0	-2	2	5	1	1	0
CCSc1nnc(C(N)Cc2ccccc2)o1 (stereo not drawn)
→ 14	0.95	5	-5	4	2	4	0	-5
CCOC(=O)C(O)(c1ccc(NC(=O)NC)cc1)C(F)(F)F (stereo not drawn)
→ 13	1	0	-13	0	6	8	-4	8
CC(=O)C1C(=O)NC23CCCCC2C1c1ccccc1O3 (stereo not drawn)
→ 25	0.94	6	-1	2	6	7	-1	16
O=C(/C=C/c1ccccc1)NCCc1cnc[nH]1
→ -2	0.96	4	-8	0	-12	-13	1	-14
COc1ccc(C2SCC(=O)Nc3c2c(C)nn3-c2ccccc2)cc1OC (stereo not drawn)
→ 26	1	0	1	-3	21	10	2	-16
COc1ccccc1OCC(=O)N1CCN(Cc2ccc3c(c2)OCO3)CC1
→ 6	1	-3	1	-1	14	-14	2	-15
Nc1c2c(nc3sc4c(c13)CCCCC4)CCCC2
→ 63*	1	-3	-5	-6	9	30	-5	2
CC(c1ccccc1)[n+]1ccccc1 (stereo not drawn)
→ 4	1.2	-17	-11	-2	-2	7	-4	5
Cc1ccc(-n2c(O)c(/C=N/NC(=O)c3ccncc3)c(=O)[nH]c2=O)cc1
→ 14	0.9	10	0	0	9	19	-2	8
CN1C(=O)/C(=C/C=C/c2ccco2)C(=O)NC1=S
→ 7	0.34	66*	83	-3	25	6	94	6
CCN(CC)C(=O)Oc1ccc(NC(=O)N2CCOCC2)cc1
→ 7	1	-3	-5	-4	-6	-1	-4	-11
COC(=O)C1=C(c2cccc(OCc3ccccc3)c2)C[C@@H]2CC[C@H]1N2C(=O)NCCOc1ccccc1Cl
→ 2	1.2	-21	-9	-7	11	15	-2	-8
Cn1c(O)c(C(=N)COc2cccc(Cl)c2)c(=O)n(C)c1=O
→ -7	0.98	2	-6	2	17	5	3	2
CCCCCn1c(=O)c(C(=O)NC(C)c2ccccc2)c(O)c2ccccc21 (stereo not drawn)
→ 31	0.98	2	-4	-6	-41	-9	-2	-26
CC(C)Cn1cc(C(=O)N2CCC3(CC2)OCCO3)c2c3ccccc3n(C)c2c1=O
→ -3	1	0	-6	-1	22	12	-3	10
O=C(COc1ccccc1Cl)N1CCCC(N2CCN(c3ccc(F)cc3)CC2)C1 (stereo not drawn)
→ 4	0.98	2	-6	0	25	22	-3	11
COC(=O)C1=C(c2ccc(F)cc2F)C[C@@H]2CC[C@H]1N2C(=O)NCc1ccco1
→ -4	1	-4	-4	-2	13	-1	1	16

An excerpt from further up:
Each structure is followed by: NLRP3 yeast inh	mIAP activ	mIAP inh	A3G deaminase	MIN6 prolif	tim10-1 inh	TIM10 inh	APOBEC3A inh	hIAP block
Cc1ccc(-n2c(O)c(/C=N/NC(=O)c3ccncc3)c(=O)[nH]c2=O)cc1
→ 14	0.9	10	0	0	9	19	-2	8
CN1C(=O)/C(=C/C=C/c2ccco2)C(=O)NC1=S
→ 7	0.34	66*	83	-3	25	6	94	6

Continuation:
Each structure is followed by: NLRP3 yeast inh	mIAP activ	mIAP inh	A3G deaminase	MIN6 prolif	tim10-1 inh	TIM10 inh	APOBEC3A inh	hIAP block
Cc1cccc(CCNCc2cc3ccc(C)cc3[nH]c2=O)c1
→ 24	0.97	3	8	-5	2	10	-4	11
Cc1ccc(-n2c(O)c(C=Nc3ccc(S(N)(=O)=O)cc3)c(=O)[nH]c2=O)cc1
→ 16	1	0	-9	-4	-6	0	-5	14
COC(=O)C1=C(c2cccc(OC)c2OC)C[C@@H]2CC[C@H]1N2C(=O)NC(C)C
→ -13	0.98	2	-2	0	-2	3	1	2
Cc1c(CC(=O)N2C[C@H]3C[C@@H](C2)c2cccc(=O)n2C3)c(=O)oc2c(C)c(O)ccc12
→ 12	0.96	4	-11	-1	5	4	-4	0
C=CCn1c(O)c(C(CC)=Nc2cccc(C(=O)O)c2)c(=O)[nH]c1=O
→ -11	0.93	7	-1	-4	-1	-22	4	1
CN(C)C1(CNC(=O)c2ccc(NS(=O)(=O)c3ccc(Cl)c(Cl)c3)cc2)CCCCC1
→ 11	1.1	-6	-4	-6	13	-4	2	-17
CN(C)C(Cc1ccccc1)C(=O)c1ccc(-c2ccccc2)cc1 (stereo not drawn)
→ 56*	1	-3	-2	-6	29	-18	-1	-35
CC(=NCC1CCCO1)c1c(O)n(-c2ccccc2C)c(=O)[nH]c1=O (stereo not drawn)
→ 1	0.98	2	-4	0	-5	-6	-3	1
CCCOC(=O)c1ccc(-[n+]2c(-c3ccccc3)cc(-c3ccccc3)cc2-c2ccccc2)cc1
→ 11	0.88	12	-5	-8	28	9	1	2
CCNC(=S)N1CCn2cccc2C1c1cccnc1 (stereo not drawn)
→ 3	0.95	5	0	3	3	-18	1	6
Cc1cc(O)c2c(c1)OC(C)(C)C1=C2CC(C)CC1 (stereo not drawn)
→ 19	1	-2	-3	-1	17	2	-3	18
COC(=O)C1=C(c2ccc(F)cc2OCc2ccccc2)C[C@@H]2CC[C@H]1N2C(=O)NCCCOC(C)C
→ 5	1.2	-20	-13	-4	19	2	-4	3
CCOC(=O)C1SC2(C(F)(F)C(F)F)CC1(O)c1c(c(OC)c3occc3c1OC)O2 (stereo not drawn)
→ 13	0.86	14	-4	1	-17	-84	-1	-13
O=c1[nH]c(=O)n(CCC2=CCCCC2)c(O)c1/C=N/Nc1cccc2ccccc12
→ -11	0.91	9	42*	-6	19	22	2	-10
Cc1ccccc1N1CCN(C2CCCN(C(=O)Cc3c(C)noc3C)C2)CC1 (stereo not drawn)
→ 3	0.93	8	-4	-2	-19	2	-6	-10
O=C1NS(=O)c2cc([N+](=O)[O-])cc([N+](=O)[O-])c21 (stereo not drawn)
→ 19	1.1	-6	-6	1	1	11	1	7
Cn1c(O)c(/C=N/N2CCCCC2)c(=O)[nH]c1=O
→ 7	1	0	-12	0	9	0	-4	12
CCOC(=O)c1c(/N=C/C2C(=O)NC(=O)NC2=O)sc2c1CCC2
→ 13	0.86	14	4	-1	26	6	0	-1
